Compound activity as filed in PubChem.
USP1 inh: inhibitors of human USP1/UAF1 deubiquitinase | O94782 | Potency, µM (doses to about 57.1 µM), for the others: at the top dose activity change, negative = inhibition, usual class: inhibitors | recombinant USP1/UAF1, Ub-Rhodamine cleavage fluorescence | actives 0.23% (n = 390,000); also: potency is read from the fitted curve at half-maximal effect; % is scaled to controls: 0 for no effect and ±100 for the full control effect; nearly all actives have a fitted effect of over 60% in size; inactives centre near -12
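USP1/UAF1 complex (1 nM) preincubated 15 min at room temperature with compound, then Ub-Rho substrate (150 nM final) added. Kinetic fluorescence at 480/540 nm over 6 reads at 60 s intervals; 50 mM HEPES pH 7.8, 0.5 mM EDTA, 0.1 mg/ml BSA, 1 mM TCEP, 0.01% Tween-20.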
TrxR1 inh: blocks rat thioredoxin reductase 1; O89049; recombinant rTrxR1, NADPH fluorescence consumption, selenite substrate; Potency, µM (series often up to 114 µM), inactives show at the highest dose activity change, negative = inhibition, usual class: inhibitors; actives 1% (n = 390,000); also: potency is read from the fitted curve at half-maximal effect; % is scaled to controls: 0 for no effect and ±100 for the full control effect; nearly all actives have a fitted effect of over 65% in size
Target sequence (O89049 whole entry, looked up): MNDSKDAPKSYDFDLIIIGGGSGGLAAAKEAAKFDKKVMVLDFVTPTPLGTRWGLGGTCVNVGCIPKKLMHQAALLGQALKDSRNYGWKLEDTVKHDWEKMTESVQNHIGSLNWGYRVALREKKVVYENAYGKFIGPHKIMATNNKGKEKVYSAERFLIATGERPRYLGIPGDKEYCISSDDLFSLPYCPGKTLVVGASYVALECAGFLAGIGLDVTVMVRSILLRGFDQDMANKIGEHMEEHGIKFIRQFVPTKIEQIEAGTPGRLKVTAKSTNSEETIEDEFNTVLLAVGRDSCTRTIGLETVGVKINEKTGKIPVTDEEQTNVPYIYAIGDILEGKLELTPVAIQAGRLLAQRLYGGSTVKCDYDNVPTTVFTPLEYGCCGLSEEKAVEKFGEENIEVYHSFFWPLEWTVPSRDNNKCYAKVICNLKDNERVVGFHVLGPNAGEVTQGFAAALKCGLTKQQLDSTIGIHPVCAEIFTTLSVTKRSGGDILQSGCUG
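Rat TrxR1 (90 nM in the dispensed reagent) was pre-reduced with 400 uM NADPH for 5 min at room temperature, then incubated with compound for 15 min. After 400 uM selenite was added, NADPH fluorescence (Ex 340/Em 450 nm) was followed for 8 min.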
TRHR PAM: allosterically enhances the human TRH receptor; TRHR cells, fluo-8 calcium fluorescence, EC20 TRH enhancement; actives 0.66% (n = 360,000); AID 493056; enhancement, % at 2 µM; P34981; in the data active = enhancement above about 30%; also: 0% is about no effect
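Enhancer read-out: after compound pinning and an initial kinetic agonist-mode read, an EC20 of TRH (10 nM final) was injected and fluo-8 calcium signal (Ex 480/Em 530) followed at 1 s/cycle for 100 cycles in TRHR-expressing cells.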
D2 antagonist: antagonists of human D2 dopamine receptor; P14416; HEK293 TREx D2 cells, calcium flux, dopamine EC80; inhibition, % at 10 µM; actives 2% (n = 340,000); in the data active = inhibition above about 30%; also: 0% is about no effect
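Overnight-induced (tetracycline, 30 C) HEK293 T-REx cells carrying force-coupled D2 receive a no-wash calcium dye, then compound, then EC80 dopamine at 180 s; signals are read kinetically throughout.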
TRHR agonist: activates the human TRH receptor | activation, % at 2 µM | AID 493084 | P34981 | actives 0.18% (n = 360,000) | TRHR cells, calcium flux fluo-8, FDSS agonist mode; in the data active = activation above about 30%; also: 0% is about no effect
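Steps: seed TRHR cells overnight; add fluo-8 no-wash Ca dye, RT 30 min–1.5 h; record 10 s baseline; pin-transfer compounds; monitor fluorescence 1 cycle/s for the agonist window. Calcium increases flag candidate agonists.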
TrxR1 substrate: rat thioredoxin reductase 1 substrate activity | O89049 | purified TrxR1 substrate turnover, NADPH consumption readout | Potency, µM (titrated, usually from 114 µM), inactives show top-dose activity change, negative = substrate turnover | actives 0.01% (n = 390,000) | AID 588456; also: potency is read from the fitted curve at half-maximal effect; % is scaled to controls: 0 for no effect and ±100 for the full control effect; nearly all actives have a fitted effect of over 50% in size
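Rat TrxR1, dispensed at 90 nM, was prereduced with 400 uM NADPH (final) for 5 min at ~22 deg C, then incubated with compound 15 min before 400 uM selenite. A first-read NADPH fluorescence drop versus no-compound background flagged substrates.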
D2 agonist: agonists of human D2 dopamine receptor; actives 0.53% (n = 340,000); AID 485358; activation, % at 2 µM; P14416; HEK293 T-REx D2 cells, calcium flux agonist mode;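 active = activation over 3 SD above normal in the single-dose calcium agonist read, cut at about 30% in these data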; also: 0% is about no effect
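Calcium-flux readout, 1 cycle/sec over 180 s following compound pin transfer, in inducible HEK293 Trex D2 cells (force-coupled); dopamine controls included. Positive calcium responses during this window marked compounds as potential agonists.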
PI4K2A block: inhibitors of human PI4K2A | Q9BTU6 | purified PI4K2A, ADP-Glo luminescence, 1 h; active compounds read low | activity change, negative = inhibition, % at 76.9 µM | actives 0.13% (n = 420,000); in the data active = activity change below about -50%; inconclusive = mostly about -30% to -49%;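 also: -100% = wells without enzyme as full effect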
Target sequence (Q9BTU6 whole entry, looked up): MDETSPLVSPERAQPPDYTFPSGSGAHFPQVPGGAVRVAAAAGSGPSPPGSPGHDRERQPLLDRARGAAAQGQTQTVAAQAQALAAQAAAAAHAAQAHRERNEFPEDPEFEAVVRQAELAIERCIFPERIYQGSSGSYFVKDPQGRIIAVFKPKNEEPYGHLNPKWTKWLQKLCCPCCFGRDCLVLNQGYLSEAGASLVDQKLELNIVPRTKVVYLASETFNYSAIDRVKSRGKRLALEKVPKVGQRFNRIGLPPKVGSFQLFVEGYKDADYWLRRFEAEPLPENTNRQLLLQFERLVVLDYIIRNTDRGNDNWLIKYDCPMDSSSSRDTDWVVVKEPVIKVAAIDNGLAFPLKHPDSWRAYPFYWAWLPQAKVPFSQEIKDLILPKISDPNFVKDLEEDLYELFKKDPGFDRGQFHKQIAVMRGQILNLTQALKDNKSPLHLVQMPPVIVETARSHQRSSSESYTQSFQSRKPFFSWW
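Compounds are screened against recombinant PI4K2A using PI as substrate and ATP, the latter dispensed at 300 microM. Reactions run one hour at ambient temperature before ADP-Glo detection; full inhibition defined by wells lacking enzyme.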
mIDH1 inhibitor: blocks human mutant IDH1 R132H enzyme; O75874; Potency, µM (titrated, usually from 76.6 µM), inactives show at the highest dose activity change, negative = inhibition, usual class: inhibitors; IDH1-R132H enzyme, NADPH consumption, diaphorase/resazurin fluorescence; actives 0.093% (n = 390,000); also: potency is read from the fitted curve at half-maximal effect; % is scaled to controls: 0 for no effect and ±100 for the full control effect; nearly all actives have a fitted effect of over 65% in size
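IDH1-R132H (0.5 ug/mL dispensed) in pH 7.5 Tris buffer was preincubated 30 min with compound, then given a substrate mix of 0.016 mM NADPH and 2 mM alpha-KG for 80 min at room temperature; remaining NADPH was read by diaphorase/resazurin fluorescence.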
Active calls of the source: *; ? = inconclusive; / = no result given; & = joins results of further samples; [ ] = another dose, or the depositor's remark. Unless noted, calls follow the shape of the dose curve; as a rule, active = well fitted inhibition curve with a large enough effect; inconclusive = small, poorly fitted or top-dose-only effect; inactive = no such curve, though single readings can be large or run the other way.

Preview (4 entries):
SMILES	USP1 inh	TrxR1 inh	TRHR PAM	D2 antagonist	TRHR agonist	TrxR1 substrate	D2 agonist	PI4K2A block	mIDH1 inhibitor
COc1ccc(N2CCN(C(=O)c3cccc(NC(=O)c4ccco4)c3)CC2)cc1	-16%	12%	5	-10	-0.1	0%	-0.9	1	5%
O=C(CCc1ccccc1)Nc1ccc(S(=O)(=O)N2CCCC2)cc1	-22%	19%	1	6	-4.2	-2%	-3.1	-3	-8%
O=C(NC12CC3CC(CC(C3)C1)C2)c1ccc([N+](=O)[O-])o1	0%	?	-3	/	0.1	-15%	/	1	5%
NC(=O)CC(NC(=O)c1ccc(Br)cc1)c1ccc(NC2CCCCCCC2)c([N+](=O)[O-])c1 (stereo not given)	-26%	-2%	-1	18	-0.4	-11%	-0.3	0	-7%

This part in full, from the first entry:
SMILES	USP1 inh	TrxR1 inh	TRHR PAM	D2 antagonist	TRHR agonist	TrxR1 substrate	D2 agonist	PI4K2A block	mIDH1 inhibitor
COc1ccc(N2CCN(C(=O)c3cccc(NC(=O)c4ccco4)c3)CC2)cc1	-16%	12%	5	-10	-0.1	0%	-0.9	1	5%
O=C(CCc1ccccc1)Nc1ccc(S(=O)(=O)N2CCCC2)cc1	-22%	19%	1	6	-4.2	-2%	-3.1	-3	-8%
O=C(NC12CC3CC(CC(C3)C1)C2)c1ccc([N+](=O)[O-])o1	0%	?	-3	/	0.1	-15%	/	1	5%
NC(=O)CC(NC(=O)c1ccc(Br)cc1)c1ccc(NC2CCCCCCC2)c([N+](=O)[O-])c1 (stereo not given)	-26%	-2%	-1	18	-0.4	-11%	-0.3	0	-7%
COC(=O)[C@@H](Cc1ccccc1)NS(=O)(=O)N[C@H](Cc1ccccc1)C(=O)OC	-26%	19%	/	/	/	1%	/	2	5%
COc1ccc(CC(=O)Nc2cccnc2)cc1	1%	8%[57.1 µM]	5	12	0.3	-7%	0.2	2	8%
Cc1nn(CCc2nn[nH]n2)c2nc(-c3ccc(Br)cc3)cc(C(F)(F)F)c12	-12%	8%[57.1 µM]	-3	3	-2.1	47%	-0.4	1	-11%
CC(=O)Nc1nc2ccccc2n1Cc1ccc(Cl)cc1	?	-10%	-3	5	1.0	-4%	2.1	1	-11%
O=C(Nc1ccc(Cl)c(S(=O)(=O)N2CCOCC2)c1)C1CCCC1	-7%	10%	/	/	/	-4%	/	-4	-12%
CCOc1ccccc1/C=N/n1nnnc1N	-9%	22%	-2	1	-0.3	5%	0.1	0	-10%
CCN(Cc1ccccc1)c1nc2c(S(=O)(=O)c3ccccc3)nnn2c2ccc(Cl)cc12	6%	83%[activator]	-7	/	-0.7	107%[activator]	0.3	3	-1%
Cc1ccc2[nH]c(C)cc(=S)c2c1	-2%	?	2	4	1.2	2%[57.1 µM]	-0.5	4	6%
Cc1ccc(-c2nnc(-c3ccc(NC(=O)c4ccco4)cc3)o2)cc1	-2%	-14%	-2	-20	1.4	7%	-1.2	-5	-5%
COc1ccc(S(=O)(=O)c2c(C(=O)c3ccc(C)c(C)c3)cnc3ccc(F)cc23)cc1	-11%	-12%	0	/	0.4	-1%	-0.1	2	21%
COc1cccc(C(=O)CSc2nc3ccccc3n2CC(=O)N(C(C)C)C(C)C)c1	-5%	8%	-1	20	-0.5	-3%	-1.3	3	2%
COc1ccc(C(=O)OCC(=O)NCCCc2ccccc2)c(OC)c1	-30%	26%	12	-13	-0.2	4%	0.1	-6	0%
CCN(CC)CCN1C(=O)/C(=C\c2ccc(Cl)c([N+](=O)[O-])c2)SC1=Nc1ccc(OC)cc1	?	-16%	-1	/	0.8	-8%	/	2	-8%
O=C(Nc1nccs1)c1ccc(Br)o1	-5%	-5%	7	10	0.1	9%[57.1 µM]	0.9	0	7%
O=C(O)c1ccccc1C(=O)c1ccc2c(c1)N(Cc1ccc(Cl)c(Cl)c1)C(=O)CO2	-12%	20%[57.1 µM]	-8	11	0.8	7%[57.1 µM]	1.4	2	8%
O=C(Nc1nc2ccccc2[nH]1)c1cccs1	-9%	5%[11.4 µM]	4	5	-0.1	1%[11.4 µM]	0.5	3	-1%
O=C(CCS(=O)(=O)c1cccs1)N1CCN(c2ccc(F)cc2)CC1	-2%	5%	4	/	-0.7	1%	/	5	-2%
Cc1ccccc1-c1nnn(CC(=O)NC(=O)NC2CCCC2)n1	-5%	11%	/	/	/	1%	/	-3	-1%
Cc1ccc(-n2[nH]c(=O)c3cccnc32)cc1	-13%	16%[57.1 µM]	/	/	/	7%[57.1 µM]	/	6	-1%
Cc1ccc(-n2nc3c(=O)n(C(C)C(=O)NCc4ccco4)nc(C)c3c2C)cc1 (stereo not given)	-5%&-12%	-2%&8%	0&6	0	-0.7&-0.6	-1%&2%	0.1&0.0	-4&-3	-4%&-6%
CC1(C)Cc2c(C#N)c(NCC3CCCO3)nc(-c3ccco3)c2CO1 (stereo not given)	-5%	?	-1	-12	-0.6	162%[activator]	-0.6	-8	14%

Other compounds follow:
SMILES	USP1 inh	TrxR1 inh	TRHR PAM	D2 antagonist	TRHR agonist	TrxR1 substrate	D2 agonist	PI4K2A block	mIDH1 inhibitor
N#C/C(=C/c1ccc(CNS(=O)(=O)c2ccccc2)o1)C(=O)NCc1ccccc1	-23%	-20%	-4	-1	-1.5	-16%	-0.6	-7	4%
O=C(Nc1ccc2oc(-c3cccnc3)nc2c1)c1ccc([N+](=O)[O-])o1	-13%	-4%[57.1 µM]	-1	-21	-1.0	7%[57.1 µM]	-1.0	-4	7%
O=C(c1cccc(S(=O)(=O)N2CCc3ccccc32)c1)N1CCc2ccccc2C1	-23%	18%	-3	-28	0.8	1%	-1.1	-7	2%
CCCc1cc(=O)n2[nH]c(-c3ccccc3)cc2n1	-13%	21%[57.1 µM]	3	-9	-0.1	11%[57.1 µM]	0.2	5	11%
COc1ccc(CCNC(=O)c2ccc3nc4cc(Cl)ccc4c(=O)n3c2)cc1OC	-23%	6%	-6	-16	-0.5	1%	0.0	-5	0%
COc1ccc2c(c1)c1ccccc1n2C	-8%	1%	5	4	-1.1	11%	-1.5	5	5%
C=CCNC(=O)CCc1nnc(C2(c3ccc(Cl)cc3)CCC2)o1	-8%	26%	10	22	-0.6	1%	-0.4	-2	10%
COc1ccc(C(=O)/C=C/Nc2ccc(S(=O)(=O)Nc3cc(OC)nc(OC)n3)cc2)c(OC)c1	-6%	-15%[57.1 µM]	13	31*	0.5	3%[57.1 µM]	0.1	-2	-3%
CC12CN(C(=O)c3ccc([N+](=O)[O-])cc3)CC(C)(CN(C(=O)c3ccc([N+](=O)[O-])cc3)C1)C2=O	-4%	9%	4	20	-0.5	2%	0.4	-21	-4%
COc1cccc(-c2csc(N3CCN(C(=O)Nc4ccccc4OC)CC3)n2)c1	?	9%	-7	16	-0.1	-7%	-0.7	5	-2%
Cc1ccc(S(=O)(=O)N(C)C)cc1NC(=O)COC(=O)CC1CCCC1	-7%	-13%	13	23	-0.4	-14%	0.0	2	1%
O=C(NCC(c1ccc2c(c1)OCO2)N1CCN(c2ccccc2)CC1)c1ccccc1F (stereo not given)	-23%	-4%[57.1 µM]	-6	/	0.6	0%[57.1 µM]	/	6	-12%
COc1ccc(CNC(=O)c2cc3c(=O)n(Cc4ccco4)ccc3nc2C)c(OC)c1	-11%	10%[57.1 µM]	-2	/	-0.5	7%[57.1 µM]	0.6	-13	-6%
COc1ccc2nc(SCC(=O)NC3CCCc4ccccc43)[nH]c2c1 (stereo not given)	-25%	7%	-2	8	-0.6	2%	-1.0	-4	5%
O=C(CSc1ccc(F)cc1)NCC1(N2CCOCC2)CCCCC1	-19%	1%	-9	-8	-0.1	-2%	0.5	0	4%
C=CCn1c(CCC(=O)O)ccc1-c1ccc(OC)cc1	?	-13%	0	-5	0.3	29%	0.4	-2	1%
CSc1nc(-c2ccccc2)nc(NC(=O)c2ccccc2)c1C(C)=O	-22%	-10%	12	-7	-0.2	-10%	-0.3	-7	-7%
CC1(C)CC(=O)C2=C(C1)N(N1CCOCC1)C(N)=C(C#N)C2c1cccnc1 (stereo not given)	-13%	-22%	3	-12	0.9	-11%	1.3	-13	1%
CC(=O)c1c(NCCc2ccccc2)cc(C)oc1=O	-7%	9%	3	-15	-2.5	4%	-3.5	2	0%
N#Cc1cnn(-c2ccccc2)c1NC(=O)CN1CCOCC1	-22%	-3%	-7	/	-1.4	-3%	/	1	0%
Cc1ccc(C(c2nnnn2CS(=O)(=O)c2ccc(C)cc2)N2CCCC2)cc1 (stereo not given)	-11%	-3%	3	1	-0.3	-1%	0.5	6	5%
COc1ccc(CCNc2nc(C)cc(C)n2)cc1OC	-18%	18%	-2	6	0.1	5%	1.2	0	15%
CCOC(=O)c1c(-c2ccccc2)oc2cc(CN(C)C)c(O)c(CN(C)C)c12	-13%	9%	/	/	/	4%	/	-2	1%
Cc1ccc(C(=O)NC(C)CCc2ccccc2)cc1[N+](=O)[O-] (stereo not given)	-3%	-8%	-8	-7	0.4	-2%	2.0	-5	2%
CC(=O)OCC(=O)Nc1ccccc1C	-20%	10%	2	8	0.3	1%	0.4	7	9%
O=C(O)c1cc(S(=O)(=O)N2CCN(S(=O)(=O)c3ccc4ccccc4c3)CC2)ccc1Br	-25%	-1%	/	/	/	6%	/	-5	15%
CCn1ccnc1CN1CCC(CO)(CCOc2ccccc2)CC1	-5%	-5%[57.1 µM]	1	4	0.9	-2%	0.1	3	1%
COc1cc(CNC(=O)c2ccc3oc(C(C)C)nc3c2)cc(OC)c1	-10%	7%	-4	-14	-0.2	-4%	-0.1	-1	2%
Nc1nc(SCc2nc3scc(-c4ccccc4)c3c(=O)[nH]2)n[nH]1	-13%	14%	5	-5	0.0	2%	-0.1	-2	3%
